GLP1R inv ag – acts as inverse agonist at human GLP-1 receptor | P43220 | HEK293 GLP-1R CRE-luciferase, luminescence, 24 h; GLP-1R form is constitutively active | Potency, µM (highest dose often 38.3 µM), without a hit: at the top dose activity change, negative = inhibition, actives largely listed as inhibitors | 410,000 compounds, 1.6% hits | AID 624417; note: potency is the fitted concentration of half-maximal effect; % is set by controls: 0 for no effect and ±100 for the full control effect; nearly all actives have a fitted effect of over 55% in size
Target sequence (P43220 whole entry, looked up): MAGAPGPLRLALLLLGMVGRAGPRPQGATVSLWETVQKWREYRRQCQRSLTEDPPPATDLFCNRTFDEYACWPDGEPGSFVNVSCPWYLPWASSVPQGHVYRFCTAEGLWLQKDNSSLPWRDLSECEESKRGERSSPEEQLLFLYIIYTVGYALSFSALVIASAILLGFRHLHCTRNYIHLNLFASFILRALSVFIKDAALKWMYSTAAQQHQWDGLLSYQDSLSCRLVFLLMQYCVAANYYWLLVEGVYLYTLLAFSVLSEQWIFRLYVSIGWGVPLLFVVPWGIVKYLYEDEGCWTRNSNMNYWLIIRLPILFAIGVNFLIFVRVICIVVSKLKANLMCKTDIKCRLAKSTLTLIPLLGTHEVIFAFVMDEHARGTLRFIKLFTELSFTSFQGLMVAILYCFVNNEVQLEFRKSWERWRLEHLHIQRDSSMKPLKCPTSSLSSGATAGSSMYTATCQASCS
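Stable HEK293 clone (constitutively active GLP-1R + cAMP-response luciferase); 200 cells/uL plated, 12 h pre-culture, compound 24 hr, 37 deg C/5% CO2; detection reagent 12 min RT; luminescence.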
GLP-1R agonist – activates the human GLP-1 receptor; HEK293 GLP-1R CRE-luciferase, luminescence, 4-6 h; cells express a hypersensitive GLP-1R form; P43220; 380,000 compounds, 0.007% hits; Potency, µM (doses to about 45.6 µM), without a hit: at the top dose activation, usual class: activators; note: potency is the fitted concentration of half-maximal effect; % of control where 0% means no effect
TDP43 rescue – rescues yeast growth from TDP-43 toxicity | 410,000 compounds, 1.8% hits | Potency, µM (titrated, usually from 46.1 µM), for the others: top-dose growth rescue (activation), most hits filed as activators | TDP-43 expressing yeast growth rescue, BacTiter-Glo, 24 h; note: potency is the fitted concentration of half-maximal effect; % of control where 0% means no effect; nearly all actives have a fitted effect of over 50% in size
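Yeast expressing TDP-43 (pregrown in raffinose, seeded at OD600=0.02 in galactose medium) exposed to compounds 24 hr at 30 deg C. Growth read by BacTiter-Glo luminescence; rescue of toxicity appears as increased signal.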
aSyn yeast inh – alpha-synuclein toxicity inhibition in yeast; Yeast expressing alpha-synuclein, growth rescue, BacTiter-Glo, 24 h; Potency, µM (doses to about 46.1 µM), for inactives: at the top dose growth rescue (activation), most hits filed as activators; 370,000 compounds, 0.14% hits; AID 652106; note: potency is the fitted concentration of half-maximal effect; % of control where 0% means no effect; nearly all actives have a fitted effect of over 65% in size
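Screening used galactose-induced yeast with toxic alpha-synuclein levels, exposed to compound for 24 hr at 30 deg C. Cell growth, read with BacTiter-Glo luminescence, gave the measured signal.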
D3 antag – D3 dopamine receptor (human) antagonism | P35462 | D3R cells, DiscoveRx beta-arrestin luminescence, antagonist mode; hits give low values | max response, negative = inhibition, % | 360,000 compounds, 2.5% hits | AID 652054; in the data active = max response below about -50%; inconclusive = no clear call, values can overlap the other calls; note: % is set by controls: 0 for no effect and ±100 for the full control effect; mostly tested at two doses, the higher about 12 µM
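Cells expressing the human receptor were seeded at 1500 cells/well, incubated overnight at 37 degrees C in 5% CO2, then exposed to library compounds with dopamine controls for 90 minutes at 37 degrees C before luminescent detection.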
PTHR1 agonist – agonists of human PTHR1 parathyroid hormone receptor. HEK293 GP2 PTHR1 cells, GloSensor cAMP luminescence, 1 h. Potency, µM (titrated, usually from 115 µM), for the others: at the highest dose activation, usual class: activators. 410,000 compounds, 0.075% hits. AID 743266; note: potency is the fitted concentration of half-maximal effect; nearly all actives have a fitted effect of over 55% in size; some results filed as inactive show a strong effect at the top dose; inactives centre near -15; many of its hits are not listed in these tables
Target sequence (Q03431 whole entry, looked up): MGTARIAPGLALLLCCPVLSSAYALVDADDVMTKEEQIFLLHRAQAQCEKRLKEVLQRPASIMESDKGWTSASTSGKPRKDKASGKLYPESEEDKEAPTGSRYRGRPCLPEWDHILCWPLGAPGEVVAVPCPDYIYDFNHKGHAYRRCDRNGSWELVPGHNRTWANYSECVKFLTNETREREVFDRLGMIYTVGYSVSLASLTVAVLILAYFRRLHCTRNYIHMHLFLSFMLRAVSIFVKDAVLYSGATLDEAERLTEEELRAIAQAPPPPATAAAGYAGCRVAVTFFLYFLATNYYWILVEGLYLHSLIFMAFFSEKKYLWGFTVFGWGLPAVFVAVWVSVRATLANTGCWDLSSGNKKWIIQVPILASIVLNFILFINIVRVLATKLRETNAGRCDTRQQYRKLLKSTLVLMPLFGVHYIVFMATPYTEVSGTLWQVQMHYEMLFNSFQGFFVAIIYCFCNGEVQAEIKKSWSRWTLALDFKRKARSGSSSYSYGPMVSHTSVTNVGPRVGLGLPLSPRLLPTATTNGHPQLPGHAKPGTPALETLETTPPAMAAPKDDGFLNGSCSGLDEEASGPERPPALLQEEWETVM
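HEK-293-derived GP2 cells expressing PTHR1 and a GloSensor cAMP reporter, 3,000/well, plated overnight, given luciferin plus IBMX (each 0.5 mM as added) for 1 h at 37 °C, then compound for 1 h at 37 °C. Luminescence was read after 15 min at room temperature.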
DRD3 agonist – D3 dopamine receptor (human) agonism | P35462 | D3R DiscoveRx beta-arrestin cells, luminescence, 90 min | max activation, % | 410,000 compounds, 0.58% hits | AID 652048; in the data active = max activation above about 30%; note: 0% is about no effect; mostly tested at two doses, the higher about 12 µM
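Cells at 1500/well, incubated overnight, then treated with pinned compounds (dopamine as control) for 90 min at 37 degrees C. DiscoveRx reagent added for 30 - 60 minutes at room temperature; luminescence read.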
HEK293 tox – cytotoxicity in counter-screen for GLP-1R inverse agonists. HEK293 cAMP-luciferase reporter cells, luminescence, 24 h. Potency, µM (top dose mostly 38.3 µM), for the others: top-dose activity change, negative = inhibition, actives largely listed as inhibitors. 410,000 compounds, 0.13% hits. AID 624418;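 note: loss of luciferase light is scored as toxicity; potency is the fitted concentration of half-maximal effect; % is set by controls: 0 for no effect and ±100 for the full control effect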
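Seeding density was 200 cells/uL; after overnight-length (12 h) culture, 23 nL compounds went on for 24 h at 37 °C. Readout used a luciferase detection reagent, luminescence taken after 12 min at room temperature.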
KB-V1 MDR tox – KB-V1 MDR subline cytotoxicity | Potency, µM (series often up to 46.1 µM), without a hit: top-dose activity change, negative = cytotoxicity, hits mostly cytotoxic | 400,000 compounds, 3.4% hits | KB-V1 MDR cells viability, CellTiter-Glo, 72 h; note: potency is the fitted concentration of half-maximal effect; % is set by controls: 0 for no effect and ±100 for the full control effect; nearly all actives have a fitted effect of over 60% in size
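KB-V1 MDR subline cells in DMEM (phenol-red free, 10% FBS) exposed to compounds in qHTS concentration series for 72 h at 37 degrees C. Viability read by CellTiter-Glo luminescence; concentration-effect curves fitted after normalization and correction.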
* hit, by the source's call; [ ] = another dose, or the depositor's remark. Unless noted, calls come from the whole dose curve; as a rule, active = well fitted curve in the direction sought with a large enough effect; inconclusive = small, poorly fitted or top-dose-only effect, or another doubt; inactive = no such curve, though single readings can be large; an effect the other way counts as inactive or inconclusive. A portion of the library (hit frequency here may not be typical).

What do the screens show for `CCn1c(C(=O)Nc2cc(Cl)ccc2C)cc2sc(Cl)cc21`?
GLP1R inv ag: -6.5%; TDP43 rescue: 5.7%; PTHR1 agonist: -14.4%; DRD3 agonist: 2.0; HEK293 tox: -0.5%

What do the screens show for `Cc1ccc(C2C=C(c3ccc(Cl)cc3)Nc3nc(NC(=O)CCC(=O)O)nn32)cc1` (stereo not drawn)?
GLP1R inv ag: -0.2%; TDP43 rescue: 14.3%; PTHR1 agonist: inconclusive; DRD3 agonist: 9.8; HEK293 tox: 452.0%[activator]

What do the screens show for `CCOC(=O)c1ccc(-n2ncc(C(=O)OCC)c2N)cc1`?
GLP1R inv ag: -7.7%; GLP-1R agonist: 5.4%; TDP43 rescue: 12.4%; aSyn yeast inh: -6.5%; D3 antag: 12.2; PTHR1 agonist: -23.7%; DRD3 agonist: 6.1; HEK293 tox: -25.7%; KB-V1 MDR tox: -5.6%

How did COc1cccc(NC(=O)CCCN2C(=O)C3CC=CCC3C2=O)c1 (stereo not drawn) do in these assays?
GLP1R inv ag: -19.9%; GLP-1R agonist: -1.9%; TDP43 rescue: -4.3%; aSyn yeast inh: 2.0%; D3 antag: -6.2; PTHR1 agonist: inactive; DRD3 agonist: 1.4; HEK293 tox: -8.7%; KB-V1 MDR tox: inconclusive

What do the screens show for `Cc1ccccc1Cn1nnc(-c2ccc(F)cc2)n1`?
GLP1R inv ag: inconclusive; GLP-1R agonist: 10.5%; TDP43 rescue: 19.9%; aSyn yeast inh: 0.8%; D3 antag: 0.0; PTHR1 agonist: inactive; DRD3 agonist: 1.6; HEK293 tox: -10.7%; KB-V1 MDR tox: 0.0%

Results for O=S1(=O)[C@H]2C[C@@H]3C=C[C@]2(CN1Cc1ccc(C(F)(F)F)cc1)O3 ?
GLP1R inv ag: 0.7%; GLP-1R agonist: -4.0%; TDP43 rescue: 20.6%; aSyn yeast inh: -1.0%; D3 antag: 24.8; PTHR1 agonist: inactive; DRD3 agonist: 11.5; HEK293 tox: -3.9%; KB-V1 MDR tox: 11.7%

Results for COc1ccc(C(=O)C2CCCN(Cc3cc(C)c(O)c(C)c3)C2)c(OC)c1 (stereo not drawn) ?
GLP1R inv ag: 4.47µM*; GLP-1R agonist: -7.6%; TDP43 rescue: 8.5%; aSyn yeast inh: -0.7%; D3 antag: inconclusive; PTHR1 agonist: -5.1%; DRD3 agonist: -25.0; HEK293 tox: -0.4%; KB-V1 MDR tox: -5.6%

What do the screens show for `C[C@@H]1CCC(=O)N(CC[C@H](N=[N+]=[N-])c2ccccc2)CC1`?
GLP1R inv ag: 12.9%; GLP-1R agonist: -5.2%; TDP43 rescue: 25.5%; aSyn yeast inh: 0.2%; D3 antag: 40.7; PTHR1 agonist: -7.9%; DRD3 agonist: -2.2; HEK293 tox: -4.1%; KB-V1 MDR tox: inconclusive

Results for Cc1cc(/C=N/NC(N)=S)c(C)n1-c1ccc(Cl)c(Cl)c1 ?
GLP1R inv ag: inconclusive; GLP-1R agonist: 7.9%; TDP43 rescue: 17.8µM*; aSyn yeast inh: 10.7%; D3 antag: inconclusive; PTHR1 agonist: -9.0%; DRD3 agonist: -19.7; HEK293 tox: 3.16µM*; KB-V1 MDR tox: -6.3%

Results for O=C(COc1ccccc1F)NC1CC1 ?
GLP1R inv ag: -7.3%; GLP-1R agonist: -1.0%; TDP43 rescue: -10.3%; aSyn yeast inh: 1.4%; D3 antag: 3.9; PTHR1 agonist: -6.6%[57.5 µM]; DRD3 agonist: 16.7; HEK293 tox: 1.0%; KB-V1 MDR tox: -1.6%

What do the screens show for `CC(=O)NCc1ccc2[nH]c(C)cc2c1`?
GLP1R inv ag: -3.8%; GLP-1R agonist: 12.0%; TDP43 rescue: 20.3%; aSyn yeast inh: 11.8%; D3 antag: -1.9; PTHR1 agonist: -10.5%; DRD3 agonist: 2.3; HEK293 tox: 3.1%; KB-V1 MDR tox: -6.4%

What do the screens show for `Clc1ccc(-c2cnc(Oc3ccccc3)nc2)cc1`?
GLP1R inv ag: 34.0%; GLP-1R agonist: 3.5%; TDP43 rescue: 12.2%; aSyn yeast inh: -5.4%; D3 antag: -13.0; PTHR1 agonist: -66.6%[inhibitor][57.5 µM]; DRD3 agonist: 1.9; HEK293 tox: 5.6%; KB-V1 MDR tox: -7.0%

What do the screens show for `CC(=O)NC(CCS(C)(=O)=O)C(=O)Nc1ccc2c(c1)OCO2` (stereo not drawn)?
GLP1R inv ag: 3.1%; GLP-1R agonist: -7.2%; TDP43 rescue: -14.8%; aSyn yeast inh: -2.7%; D3 antag: -29.6; PTHR1 agonist: -19.1%; DRD3 agonist: -10.4; HEK293 tox: 0.2%; KB-V1 MDR tox: -16.2%

How did CC(C)C[C@@H](CO)N1CCN(C)CCC1=O do in these assays?
GLP1R inv ag: 2.5%; GLP-1R agonist: 4.8%; TDP43 rescue: 5.4%; aSyn yeast inh: -9.2%; D3 antag: -13.9; PTHR1 agonist: inactive; DRD3 agonist: -23.2; HEK293 tox: 2.9%; KB-V1 MDR tox: inconclusive

Results for COc1cc(OC)cc(C(=O)NCC(=O)Nc2ccc(OC)c(Cl)c2)c1 ?
GLP1R inv ag: inconclusive; GLP-1R agonist: 20.5%; TDP43 rescue: -9.5%; aSyn yeast inh: 0.0%; D3 antag: 3.0; PTHR1 agonist: -36.1%[inhibitor]; DRD3 agonist: -21.6; HEK293 tox: -15.1%; KB-V1 MDR tox: -2.6%

Results for COCCNC(=O)c1cnn(-c2cccc(C)c2)c1-n1cccc1 ?
GLP1R inv ag: 4.8%; TDP43 rescue: 18.2%; PTHR1 agonist: 3.3%; DRD3 agonist: 5.6; HEK293 tox: 0.2%; KB-V1 MDR tox: 7.6%

Results for COc1cc(C=O)ccc1OCc1ccncc1 ?
GLP1R inv ag: 10.6%; GLP-1R agonist: 0.3%; TDP43 rescue: 6.5%; aSyn yeast inh: -4.2%; D3 antag: 2.4; PTHR1 agonist: 11.3%; DRD3 agonist: 1.4; HEK293 tox: -14.0%; KB-V1 MDR tox: 7.9%

How did Nc1nnnn1/N=C/c1ccccc1OCc1ccccc1 do in these assays?
GLP1R inv ag: 8.2%; GLP-1R agonist: 2.7%; TDP43 rescue: 4.1%; aSyn yeast inh: 1.4%; D3 antag: -10.1; PTHR1 agonist: inactive; DRD3 agonist: -3.0; HEK293 tox: -15.7%; KB-V1 MDR tox: 5.0%

Results for Cc1cc(C(=O)CC#N)c(C)n1CC(F)(F)F ?
GLP1R inv ag: 18.2%; GLP-1R agonist: -10.7%; TDP43 rescue: 6.1%; aSyn yeast inh: -10.6%; D3 antag: 11.0; PTHR1 agonist: inactive; DRD3 agonist: 2.9; HEK293 tox: -11.4%; KB-V1 MDR tox: inconclusive

What do the screens show for `COc1cccc(CN2CCN(C3CCOCC3)CC2CCO)c1` (stereo not drawn)?
GLP1R inv ag: -8.4%; GLP-1R agonist: 8.4%; TDP43 rescue: -17.7%; aSyn yeast inh: inconclusive; D3 antag: 4.0; PTHR1 agonist: -1.7%; DRD3 agonist: -17.2; HEK293 tox: -2.4%; KB-V1 MDR tox: 1.5%

Results for CC1CN(C(=O)C(C)N2CCN(c3ccccc3Cl)CC2)CC(C)O1 (stereo not drawn) ?
GLP1R inv ag: 10.2%; GLP-1R agonist: 1.8%; TDP43 rescue: 3.6%; aSyn yeast inh: -1.0%; D3 antag: -1.5; PTHR1 agonist: -23.1%; DRD3 agonist: -6.0; HEK293 tox: -3.9%; KB-V1 MDR tox: inconclusive

How did COc1ncnc2c1ncn2CCCNCCN1CCOCC1 do in these assays?
GLP1R inv ag: 6.7%; GLP-1R agonist: 5.6%; TDP43 rescue: 11.5%; aSyn yeast inh: -4.1%; D3 antag: 20.7; PTHR1 agonist: -15.4%; DRD3 agonist: 2.9; HEK293 tox: 1.0%; KB-V1 MDR tox: 70.3%

Results for Cc1cccc(SC2CCN(Cc3nc(CC4CC4)no3)CC2)c1 ?
GLP1R inv ag: -5.3%[0.307 µM]; GLP-1R agonist: 0.4%; TDP43 rescue: 22.6%; aSyn yeast inh: 3.7%; D3 antag: -5.3; PTHR1 agonist: -5.8%; DRD3 agonist: -8.6; HEK293 tox: 7.4%[0.307 µM]; KB-V1 MDR tox: -14.8%

Results for O=S(=O)(Cc1ccccc1Cl)CC(O)COc1ccccc1Cl (stereo not drawn) ?
GLP1R inv ag: inconclusive; GLP-1R agonist: 27.6%; TDP43 rescue: inconclusive; aSyn yeast inh: 12.1%; D3 antag: -13.0; PTHR1 agonist: -4.1%[57.5 µM]; DRD3 agonist: 0.4; HEK293 tox: -5.0%; KB-V1 MDR tox: -4.2%

How did Cc1ccccc1-n1nc(-c2ccc(N)cc2)cc1N do in these assays?
GLP1R inv ag: 3.2%; GLP-1R agonist: -0.2%; TDP43 rescue: 9.4%; aSyn yeast inh: -9.3%; D3 antag: 26.8; PTHR1 agonist: inactive; DRD3 agonist: 6.5; HEK293 tox: -10.2%; KB-V1 MDR tox: 4.9%

What do the screens show for `COc1ccc(OCCOC(=O)CN2C(=O)NC3(CCCC3)C2=O)cc1`?
GLP1R inv ag: -15.9%; GLP-1R agonist: 2.7%; TDP43 rescue: -11.1%; aSyn yeast inh: -2.6%; D3 antag: -4.1; PTHR1 agonist: -1.8%; DRD3 agonist: 3.4; HEK293 tox: 0.0%; KB-V1 MDR tox: inconclusive

Results for CC(=O)Nc1ccc(S(=O)(=O)Nc2nc3ccccc3nc2Nc2ccc(C(=O)O)c(O)c2)cc1 ?
GLP1R inv ag: 21.8%; GLP-1R agonist: 4.9%; TDP43 rescue: -22.2%; aSyn yeast inh: 1.2%; D3 antag: -18.7; PTHR1 agonist: inactive; DRD3 agonist: -3.2; HEK293 tox: -9.1%; KB-V1 MDR tox: 21.4%

Assay outcomes: PubChem, National Center for Advancing Translational Sciences (NCATS)
